BCR signal inh: blocks chronic active B-cell receptor signaling; 340,000 compounds, 0.05% hits; Potency, µM (highest dose often 46.1 µM), without a hit: at the top dose ratio change, negative = lower green/red ratio, most hits filed as inhibitors; ABC-DLBCL IkBa-CBG/CBR reporter, luminescence ratio, 4 h; active = well fitted inhibition curve with a large enough effect in the signal ratio, with a control signal flat, not every such curve was filed as active; inconclusive = small, poorly fitted or top-dose-only effect, or effect the other way, or a change in a side signal; the % refers to the signal ratio;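 also: potency is read from the fitted curve at half-maximal effect; plate controls were basal doxycycline-induced cells for no effect and cells given 10 µM MG132 for full effect; MG132 reads +100%, hits lower the ratio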
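Compounds up to 46 uM were incubated four hours with TMD8 cells whose green CBG68 luciferase is fused to IkappaBalpha; red CBR luminescence normalised the signal, and concentration-effect curves were fitted to fusion, red and ratio data.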
Menin-MLL TR inh: inhibitors of human menin-MLL interaction, mutant MLL peptide | O00255 | Menin + Texas Red MLL mutant peptide, fluorescence polarization | Potency, µM (titrated, usually from 61.6 µM), inactives show top-dose FP activity change, negative = inhibition, actives largely listed as inhibitors | 270,000 compounds, 0.23% hits | AID 1768; active = well fitted inhibition curve with a large enough effect in the polarisation, with a control signal flat, not every such curve was filed as active; inconclusive = small, poorly fitted or top-dose-only effect, or effect the other way, or a change in a side signal; inactive = no such curve, though single readings can be large or run the other way; the % refers to the polarisation; also: potency is read from the fitted curve at half-maximal effect; % of control where 0% means no effect; many of its hits are not listed in these tables
ASM inhibitor: inhibitors of human secretory acid sphingomyelinase; P17405; AID 504937; Potency, µM (highest dose often 57.5 µM), for the others: at the highest dose activity change, negative = inhibition, most hits filed as inhibitors; 340,000 compounds, 0.006% hits; placental ASM, HMU-PC fluorogenic substrate, 60 min; also: potency is read from the fitted curve at half-maximal effect
Target sequence (P17405 47-631 limits assumed): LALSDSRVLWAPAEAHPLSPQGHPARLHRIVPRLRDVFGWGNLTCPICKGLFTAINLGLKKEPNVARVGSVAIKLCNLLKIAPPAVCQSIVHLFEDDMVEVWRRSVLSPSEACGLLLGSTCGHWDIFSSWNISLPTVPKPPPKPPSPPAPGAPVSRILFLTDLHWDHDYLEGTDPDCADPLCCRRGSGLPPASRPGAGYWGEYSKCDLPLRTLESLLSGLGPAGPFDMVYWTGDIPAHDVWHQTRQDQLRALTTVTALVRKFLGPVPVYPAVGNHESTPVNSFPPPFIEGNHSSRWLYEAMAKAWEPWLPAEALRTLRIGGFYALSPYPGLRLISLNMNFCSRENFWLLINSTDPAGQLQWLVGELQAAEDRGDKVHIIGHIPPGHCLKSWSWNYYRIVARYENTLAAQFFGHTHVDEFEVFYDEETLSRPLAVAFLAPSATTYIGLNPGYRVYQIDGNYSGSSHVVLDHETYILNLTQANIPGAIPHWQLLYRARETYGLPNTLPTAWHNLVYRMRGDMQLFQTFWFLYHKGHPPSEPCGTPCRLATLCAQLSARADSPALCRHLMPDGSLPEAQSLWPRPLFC
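Human placenta-derived ASM enzyme was preincubated with compound for 10 minutes at room temperature, then given fluorogenic substrate HMU-PC0 (9 uM final) for 60 minutes at 37 °C; a pH 10 stop preceded fluorescence reading at Ex 386/Em 447 nm.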
PKM2 act: PKM2 (human) enzyme activation; P14618; purified PKM2, Kinase-Glo ATP luminescence, activation; response scale: 0% is enzyme alone, no compound; Potency, µM (highest dose often 57.5 µM), inactives show at the top dose activation, hits mostly activators; 260,000 compounds, 0.34% hits; also: potency is read from the fitted curve at half-maximal effect; % is scaled to controls: 0 for no effect and ±100 for the full control effect; nearly all actives have a fitted effect of over 55% in size
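hPK-M2, >95% pure; 0.1 mM ADP / 0.5 mM PEP final; imidazole pH7.2 buffer w/ 7 mM MgCl2, 50 mM KCl; 1 h RT; Kinase-Glo lum. Intermediate enzyme activity for dual inhibitor/activator qHTS.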
Tb PFK block: inhibitors of T. brucei phosphofructokinase; O15648; 330,000 compounds, 0.17% hits; T. brucei PFK, ADP-Glo luminescence; AID 485367; Potency, µM (series often up to 57.5 µM), for the others: at the highest dose activity, negative = inhibition, most hits filed as inhibitors;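 also: potency is read from the fitted curve at half-maximal effect; 0% = uninhibited 1x PFK enzyme wells and -100% = no-enzyme wells; nearly all actives have a fitted effect of over 60% in size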
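1.25 nM PFK with 0.5 mM F6P and 0.1 mM ATP in 0.1 M TEA pH 8.0, 5 mM MgCl2, incubated 45 min at room temperature; ADP measured by ADP-Glo luminescence; compounds titrated up to 57 uM.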
GALK inhibitor: blocks human galactokinase activity; Purified GALK, Kinase-Glo residual ATP luminescence; 270,000 compounds, 0.007% hits; Potency, µM (highest dose often 57.5 µM), inactives show at the highest dose activity change, negative = inhibition, actives largely listed as inhibitors; AID 1868; also: potency is read from the fitted curve at half-maximal effect; % is scaled to controls: 0 for no effect and ±100 for the full control effect
Target sequence (P51570 whole entry, looked up): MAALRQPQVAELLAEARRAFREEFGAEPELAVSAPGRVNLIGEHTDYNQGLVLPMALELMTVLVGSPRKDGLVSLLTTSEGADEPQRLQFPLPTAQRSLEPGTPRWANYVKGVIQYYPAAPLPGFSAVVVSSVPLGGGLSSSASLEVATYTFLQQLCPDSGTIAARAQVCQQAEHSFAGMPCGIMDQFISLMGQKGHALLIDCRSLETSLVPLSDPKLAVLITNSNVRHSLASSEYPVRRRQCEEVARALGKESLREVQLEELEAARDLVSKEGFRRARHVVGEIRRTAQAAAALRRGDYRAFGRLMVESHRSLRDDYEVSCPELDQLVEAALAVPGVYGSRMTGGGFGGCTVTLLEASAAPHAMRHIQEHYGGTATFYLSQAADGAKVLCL
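Galactose (100 uM) and ATP (35 uM) were turned over by 5 nM GALK for 1 h at RT. Kinase-Glo Plus then converted the remaining ATP into a luminescent signal.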
FBPA coupling cs: coupling enzyme interference in Giardia aldolase counter-screen; coupling enzyme system counterscreen, AmpLite Red fluorescence; activity change, negative = inhibition, % at 58.2 µM, hits read low; 290,000 compounds, 0.67% hits; in the data active = activity change below about -30%; also: % is scaled to controls: 0 for no effect and ±100 for the full control effect
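First, compound is pin-transferred into glyceraldehyde-3-phosphate coupling-enzyme reagent at 57.5 uM final and held 10 min at RT. Next, substrate, coupling system and AmpLite Red are added. After 20 min RT, fluorescence (525/598 nm) is read.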
Giardia killer: Giardia lamblia killing; 340,000 compounds, 0.15% hits; Giardia lamblia trophozoite viability; AID 540267; activity change, % at 7.66 µM, hits read low; in the data active = activity change below about -80%; inconclusive = between about -30% and that limit;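 also: parasites exposed to compound for two days anaerobically before the ATP read; % is scaled to controls: 0 for no effect and ±100 for the full control effect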
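Media and compound were dispensed first, then trophozoites at 100 cells/well; plates sat 48 hrs at 37 deg C without oxygen before ATP luminescence reagent was added and read after 15-30 min at room temperature.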
TSG101-PTAP inh: blocks PTAP/TSG101 interaction to inhibit HIV-1 budding; Q99816; Fluorescence polarization, FITC-PTAP peptide / Tsg101 binding; Potency, µM (doses to about 115 µM), inactives show at the top dose activity change, negative = inhibition, actives largely listed as inhibitors; 340,000 tested, under 10 active; active = well fitted inhibition curve with a large enough effect in the main read-out, with a control signal flat, not every such curve was filed as active; inconclusive = small, poorly fitted or top-dose-only effect, or effect the other way, or a change in a side signal; inactive = no such curve, though single readings can be large or run the other way; also: potency is read from the fitted curve at half-maximal effect; % of control where 0% means no effect
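Compounds were pin-transferred onto Tsg101 binding domain (10 uM final) in HEPES pH 7.5 buffer, then FITC-PTAP peptide was added at 50 nM final. After 20 min at RT, polarization reported peptide displacement across a qHTS concentration series.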
B2AR arrestin: recruits beta-arrestin to the human beta2-adrenergic receptor. P07550. beta-arrestin recruitment to beta2AR, cell-based reporter. Potency, µM (doses to about 46.1 µM), for the others: at the highest dose activation, usual class: activators. 330,000 compounds, 0.02% hits;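 also: potency is read from the fitted curve at half-maximal effect; 0% = DMSO controls and full agonism = EC100 isoproterenol or metaproterenol; nearly all actives have a fitted effect of over 65% in size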
a7 integrin act: activates integrin-mediated alleviation for muscular dystrophy. AID 624291. 350,000 compounds, 0.064% hits. alpha7betagal myoblasts, beta-gal FDG fluorescence, 48 h. Potency, µM (top dose mostly 38.3 µM), without a hit: at the highest dose activation, usual class: activators;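 also: potency is read from the fitted curve at half-maximal effect; 100% = response of the positive control SU9516; nearly all actives have a fitted effect of over 60% in size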
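Alpha7betagal+/- myoblasts (passage 13) were plated 16-24 hr, then exposed to compounds (1:260 dilution of DMSO stock) for 48 hours at 37C. After MPER lysis, β-galactosidase reporter activity was read as FDG fluorescence (ex 480/em 540) after 30 minutes.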
* = called active by the depositor; ? = inconclusive; . = no result given; & = joins results of further samples; [ ] = dose if it differs, or a comment. Unless noted, calls follow the shape of the dose curve; as a rule, active = well fitted curve in the direction sought with a large enough effect; inconclusive = small, poorly fitted or top-dose-only effect, or another doubt; inactive = no such curve, though single readings can be large; an effect the other way counts as inactive or inconclusive. These rows are one share of the data; count on the stated rates, not on these rows.

SMILES	BCR signal inh	Menin-MLL TR inh	ASM inhibitor	PKM2 act	Tb PFK block	GALK inhibitor	FBPA coupling cs	Giardia killer	TSG101-PTAP inh	B2AR arrestin	a7 integrin act
CC(C)c1ccc(CN(C(=O)c2cc3ccccc3oc2=O)C2CCS(=O)(=O)C2)cc1 (stereo not drawn)	12%	0%	-6%	-2%	0%	0%	4	-16	-5%	-0.9%	-3%
COc1ccc2c(c1)c(C(=O)CNc1nc(C)cs1)c(C)n2C	2%	-14%	-5%	-3%	4%	-1%	0	-5	-2%	0.0%	32%
Cc1cc(C(=O)NP(=O)(N2CC(C)OC(C)C2)N2CC(C)OC(C)C2)c(C)n1C1CC1 (stereo not drawn)	2%	-11%	-2%	-1%	-4%	10%	1	4	-2%	-0.1%	-1%
CCOc1ccccc1NC(=O)c1cc(C(=O)c2cc(OC)ccc2O)coc1=N	?	-6%	0%	1%	-4%	-2%	-1	-15	-1%	0.5%	2%
CCCOC(=O)NC1C(NC(=O)OCCC)N(C)C(=O)N1C (stereo not drawn)	7%	-1%	3%	-13%	-2%	0%	-1	4	0%	-0.5%	22%
Cc1ccc(C(=O)NN2C(=O)C3C4C=CC(C5CC45)C3C2=O)cc1 (stereo not drawn)	-10%	-4%	3%	-4%	-2%	0%	1	-12	-1%	-0.2%	-29%
O=C(NCCNc1ccccc1[N+](=O)[O-])c1cc(F)c(F)cc1Cl	-8%	1%	-6%	2%[11.5 µM]	-2%	-5%	1	-10	-14%	-0.2%	-14%
COc1ccc(-n2cnnc2SCC(=O)N2CCN(c3ccccc3)CC2)cc1	-15%	-20%	-2%	11%	2%	-1%	2	-19	-1%	-1.9%	10%
Cc1noc(C)c1CSc1ccc2ccccc2n1	?	10%	-1%	4%	4%	1%	1	1	.	0.3%	3%
CCC(C)(CCNC(=O)Cc1ccccc1)c1ccccc1OC (stereo not drawn)	-3%	?	6%	.	2%	4%	0	17	-5%	-0.5%	28%
COc1cccc(-c2cc3nc4c(c(NCC(C)(C)CN(C)C)n3n2)CCCC4)c1	-6%	6%	5%	-2%	-1%	1%	-4	?	-7%	0.0%	18%
NC(=O)[C@@H]1CCCN1Cc1nc(-c2ccccc2)no1	0%	2%	0%	-4%	0%	5%	1	-25	-5%	-0.4%	?
CC1CCCN(c2ccc(N)cc2C(N)=O)C1 (stereo not drawn)	-19%	-24%	7%	-4%	-3%	6%	-3	-11	0%	-0.3%	-4%
CCn1c(C(=O)NC(C)c2ccc3c(c2)OCCO3)cc2sccc21 (stereo not drawn)	26%	14%	0%	-14%	0%	2%	-1	42[activator]	2%	-0.8%	-15%
COc1ccccc1/C=C/C1=NC(=C\C=C/c2ccccc2)/C(=O)O1	12%	?	18%	1%	4%	-2%	9	-2	6%	-0.2%	24%
O=C(Nc1ccc2c(c1)OCCO2)Nc1ccc2c(c1)OCO2	-4%	?	2%	1%	-2%	5%	-4	?	-1%	0.0%	-5%
COC(=O)/C(N=Nc1cccc(C(F)(F)F)c1)=C(\C)O	-11%	4%	-13%	3%	1%	-2%	-2	7	-8%	0.1%	-25%
Cc1nnc(SCC(=O)Nc2ccc(N3CCN(S(C)(=O)=O)CC3)cc2)o1	0%	.	5%	.	0%	-1%	-3	-7	1%	-0.3%	10%
Cc1cc(C)c(Nc2ncccc2C(=O)O)c(C)c1	6%	9%	1%	-5%	-2%	4%	6	-2	1%	-0.7%	7%
COc1cc(CN2CCC(C(N)=O)CC2)ccc1OCc1ccccc1	-12%	2%	-1%	0%	-1%	0%	2	1	-1%	-0.1%	-22%
COc1cc(C(CC(=O)Nc2cccc(C)n2)N2Cc3ccccc3C2=O)cc(OC)c1OC (stereo not drawn)	?	-1%	4%	.	-4%	1%	3	7	2%	-0.9%	-10%
Cn1c(=O)[nH]c(=O)c2c1nc1n2CCS1	2%	-14%	-1%	0%	-4%	-2%	0	23	-1%	0.2%	-5%
CSc1cccc(N2CC(C(=O)NCCN3C(=O)S/C(=C\c4cccnc4)C3=O)CC2=O)c1 (stereo not drawn)	1%	.	0%	.	1%	.	.	0	-5%	-0.1%	-18%
CC(CCN1CCN(c2ccccn2)CC1)c1ccccc1 (stereo not drawn)	4%	-21%	1%	0%	-2%	0%	0	-2	3%	0.1%	-9%
COc1ccc(N(C(C)C(=O)N/N=C/c2cccnc2)S(C)(=O)=O)cc1 (stereo not drawn)	?	-3%	-1%	-6%	-2%	-1%	0	-19	-3%	-0.2%	-19%
Cc1ccsc1CN(C)C(=O)CN1C(=O)NC2(CCCCC2C)C1=O (stereo not drawn)	1%	.	-2%	.	2%	.	.	-6	1%	-0.1%	-6%
Cc1cc(C)c(OCC(=O)NCC2COc3ccccc3O2)c(C)c1 (stereo not drawn)	?	.	-5%	.	0%	.	.	-10	-2%	-1.6%	18%
COc1cc(/C=C/C(=O)c2ccc(C)c([N+](=O)[O-])c2)cc(OC)c1O	?	7%	-11%	0%	0%	-1%	0	-5	-2%	-0.9%	-48%[inhibitor]
CCCCCC(=O)Nc1ccc(N2CCN(S(C)(=O)=O)CC2)cc1	?	-10%	3%	-6%	-8%	0%	0	-16	-5%	0.2%	8%
CCC(C)NC(=O)c1ccc(CNS(=O)(=O)c2ccc3c(c2)C(C)(C)C(=O)N3C)cc1 (stereo not drawn)	2%	-11%	3%	1%	-3%	.	0	-13	-2%	-0.3%	-12%
CCOc1ccc(N2C(=O)C3CC(C)=C(C)CC3C2=O)c([N+](=O)[O-])c1 (stereo not drawn)	4%	-7%	0%	5%	1%	-4%	-2	-3	-6%	-0.1%	7%[7.66 µM]
CCN(CC)C(=O)CC(c1ccc2c(c1)OCO2)c1c(OC)cc(OC)c2ccc(=O)oc12 (stereo not drawn)	?	18%	13%	1%	-7%	0%	6&4	-13&-11	.	0.2%	-14%
CCc1nnc(NC(=O)CCC(=O)NC2CCCCC2)s1	0%	?	-5%	11%	-4%	1%	2	-2	-7%	0.2%	25%
COc1ccc(S(=O)(=O)NNC(=O)Nc2ccc(C)cc2)c(OC)c1	-3%	.	4%	.	-1%	-1%	.	-1	1%	-0.2%	13%
CC(C)CN(C(=O)c1cc2ccccc2o1)c1c(N)n(CC(C)C)c(=O)[nH]c1=O	-1%	-13%	8%	8%	4%	1%	4	-7	-1%	-0.4%	14%
COc1ccc(NC(=O)Nc2nnc(Cc3ccc(F)cc3)s2)cc1	1%	?	3%	.	-2%	-1%	2	-4	0%	0.5%	2%
O=C(Nc1ccccc1)N1CCCC(CNS(=O)(=O)Cc2ccccc2)C1 (stereo not drawn)	-9%	2%	-2%	-5%	-2%	4%	4	-4	-1%	-0.1%	0%
CN(C)c1cc[n+](CC(=O)Nc2cc(C(F)(F)F)ccc2Cl)cc1	1%	0%	1%	0%	-1%	0%	1	34[activator]	-17%	0.2%	10%
CCOC(=O)CC(NCc1ccc(OC)c(OCC)c1)c1ccc(C)cc1 (stereo not drawn)	2%	-11%	2%	-6%	-2%	3%	0	-19	0%	0.1%	13%
O=C(CCc1c[nH]c2ccccc12)OCC(=O)N1CCN(S(=O)(=O)c2ccccc2)CC1	?	.	-4%	.	-3%	.	.	-4	-1%	-0.2%	5%
Cc1ccc(NC(=O)[C@H](Cc2ccccc2)NC(=O)[C@@H]2Cc3ccccc3CN2)c(C)c1	2%	-7%	2%	-13%	2%	0%	3	-5	-5%	-0.2%	-47%[inhibitor]
COc1cc(/C=C/C(=O)Nc2cc(C(F)(F)F)ccc2Cl)cc(OC)c1OC	-5%	31%[activator]	-7%	2%	5%	-2%	-1	-3	-4%	-1.0%	-25%
CC(C)Nc1nnc(SCc2cc(=O)n3ccsc3n2)s1	5%	?	5%	?	-15%	9%	-2	4	-2%	0.0%	-26%
Cc1cc2oc(=O)cc(COC(=O)c3n[nH]c4ccccc34)c2cc1C	?	.	-11%	0%	2%	-3%	-1	-9	-2%	-0.2%	16%

Compound activity as filed in PubChem BioAssay.
